From PubChem
697 NFkB inh: lowers PMA/ionomycin-induced NF-kB signal in 697 B cells. 697 B-cell NF-kB luciferase reporter, 16 h. inhibition, % at 4 µM. 330,000 tested, 0.33% active. AID 435022; in the data active = inhibition above about 35%
Jurkat NFkB inh: lowers PMA/ionomycin-induced NF-kB signal in Jurkat cells; PMA/ionomycin-induced NF-kB luciferase reporter, luminescence; AID 435003; 330,000 tested, 0.53% active; inhibition, % at 4 µM; in the data active = inhibition above about 50%
CCR6 antag: blocks CCL20-driven beta-arrestin recruitment at human CCR6; CHO-K1 CCR6 PathHunter beta-arrestin, luminescence, CCL20-stimulated; inhibition, % at 20 µM; 340,000 tested, 0.49% active; AID 493098;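 active = compounds whose inhibition of the agonist-driven luminescence signal at 20 µM reaches about 50%, limit read from the data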;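 also: cells stimulated with CCL20 at 14 nM final; plate controls were DMSO with CCL20 for no effect and DMSO without agonist for full effect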
UBC13 polyUb: inhibitors of human UBC13 polyubiquitin chain formation. P61088. TR-FRET. inhibition, % at 20 µM. 330,000 tested, 0.47% active. AID 485273; in the data active = inhibition above about 45%, passing the limit was not always enough; inconclusive = no clear call, values can overlap the other calls
Target sequence (P61088 whole entry, looked up): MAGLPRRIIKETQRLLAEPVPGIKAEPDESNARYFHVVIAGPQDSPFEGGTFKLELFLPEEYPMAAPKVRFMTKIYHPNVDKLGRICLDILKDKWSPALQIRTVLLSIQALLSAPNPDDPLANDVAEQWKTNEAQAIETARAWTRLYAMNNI
CXCR6 inh: CXCR6 (human) receptor inhibition | O00574 | CHO-K1 PathHunter CXCR6 beta-arrestin, luminescence | inhibition, % at 20 µM | 360,000 tested, 0.36% active | AID 602244; in the data active = inhibition above about 34%, passing the limit was not always enough;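 also: antagonist mode with CXCL16 agonist at 10 nM final; 0% = 10 nM CXCL16 with DMSO and 100% = unstimulated wells without agonist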
APJ antag: APJ receptor antagonism; AID 2521; 330,000 tested, 0.32% active; inhibition, % at 20 µM; CHO-K1 APJ beta-arrestin complementation, luminescence;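 active = inhibition above about 40% at 20 µM, limit read from the data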;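 also: cells challenged with 10 nM apelin-13 agonist together with compound; plate controls were apelin-13 plus DMSO wells for no effect and DMSO wells lacking apelin-13 for full effect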
Target sequence (P35414 whole entry, looked up): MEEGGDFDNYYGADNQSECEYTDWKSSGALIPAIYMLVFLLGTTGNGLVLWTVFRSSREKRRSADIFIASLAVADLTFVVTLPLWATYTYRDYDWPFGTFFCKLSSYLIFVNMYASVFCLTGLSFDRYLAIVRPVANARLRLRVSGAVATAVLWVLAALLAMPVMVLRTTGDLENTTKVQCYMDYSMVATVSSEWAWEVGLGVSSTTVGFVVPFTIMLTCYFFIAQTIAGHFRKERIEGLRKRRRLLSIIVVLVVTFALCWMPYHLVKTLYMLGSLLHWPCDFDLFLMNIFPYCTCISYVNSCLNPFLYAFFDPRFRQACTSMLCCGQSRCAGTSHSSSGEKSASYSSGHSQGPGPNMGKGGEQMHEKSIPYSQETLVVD
Gli-Sufu antag: blocks Gli-Sufu signaling in a luciferase reporter | inhibition, % at 5 µM | Sufu-KO-LIGHT fibroblasts, Gli luciferase reporter luminescence | 340,000 tested, 0.74% active | AID 588413;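 active = inhibition above about 55%, limit read from the data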;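 also: 0% = DMSO-treated cells and 100% = wells with medium but no cells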
EBI2 block: EBI2 (human) antagonism; P32249; EBI2 beta-arrestin recruitment, luminescence, 7a,25-OHC stimulated; inhibition, % at 5 µM; 360,000 tested, 0.81% active; in the data active = inhibition above about 38%;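 also: enzyme fragment complementation signal reports receptor beta-arrestin coupling in cells; 0% = agonist plus DMSO wells and 100% = wells without agonist; some results beyond the cut were filed as inactive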
Target sequence (P32249 whole entry, looked up, the tested form may be a part): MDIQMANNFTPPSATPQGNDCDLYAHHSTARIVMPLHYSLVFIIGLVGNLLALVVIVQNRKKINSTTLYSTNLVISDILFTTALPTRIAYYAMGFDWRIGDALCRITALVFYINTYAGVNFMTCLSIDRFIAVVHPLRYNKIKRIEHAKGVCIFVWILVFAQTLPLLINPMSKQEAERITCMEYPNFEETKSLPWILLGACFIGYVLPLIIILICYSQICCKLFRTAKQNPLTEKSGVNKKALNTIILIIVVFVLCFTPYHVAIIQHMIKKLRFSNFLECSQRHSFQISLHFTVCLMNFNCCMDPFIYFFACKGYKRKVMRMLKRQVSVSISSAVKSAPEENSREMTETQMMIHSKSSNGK
* marks the source's active call; other numbers are inactive results; ? = inconclusive; / = not tested or not shown.

SMILES | 697 NFkB inh | Jurkat NFkB inh | CCR6 antag | UBC13 polyUb | CXCR6 inh | APJ antag | Gli-Sufu antag | EBI2 block
c1ccc2sc(C3CCN(Cc4nnnn4Cc4ccc5c(c4)OCO5)CC3)nc2c1 | -46 | -15 | 13 | -3 | -5 | -10 | -12 | 12
Cc1csc(C(=O)O)c1NC(=O)c1cccc([N+](=O)[O-])c1 | 5 | 3 | -4 | 4 | -1 | 1 | 2 | -9
COc1ccc(C(O)(CCC(C)C)C(CN2CCOCC2)c2ccc(Cl)cc2)cc1 (stereo unspecified) | -6 | 19 | 19 | 7 | 12 | 18 | 7 | 21
COc1ccccc1C#Cc1ccc2c(=O)c3ccccc3n(C)c2c1 | -42 | -2 | 2 | -23 | 12 | -8 | -6 | 7
Cc1ccc(OCc2ccc(C#N)cc2)c(C(=O)c2cc(C#N)c(=O)n(C3CC3)c2)c1 | -26 | -5 | 17 | -1 | 2 | 15 | 5 | 10
CCNC(=S)N(CCc1c(C)[nH]c2ccc(OC)cc12)Cc1cccnc1 | -20 | 16 | 6 | -9 | 5 | 10 | -1 | 15
O=C(NCCN1C(=O)C2C3C=CC(C3)C2C1=O)Nc1ccccc1O (stereo unspecified) | -5 | -4 | -4 | 0 | -3 | 14 | -14 | -6
COc1ccc(Cl)cc1NC(=O)CN1CCN(C(=O)N2CCOCC2)CC1 | -50 | -45 | 17 | 6 | 2 | -15 | 4 | -3
CCN(c1ccccc1)S(=O)(=O)c1cc(C(=O)Oc2ccc3c(C)cc(=O)oc3c2)ccc1C | 9 | 2 | 10 | 24 | -1 | 2 | -7 | -5
COc1ccc(CCNc2nc3c(c(=O)n(C)c(=O)n3C)n2C)cc1OC | 24 | 13 | 10 | 12 | 8 | 3 | -3 | -9
COc1ccc(C(=O)NC(C)c2nnc(SCC(=O)NC3CCCCC3)n2C)cc1 (stereo unspecified) | 16 | 1 | 3 | -4 | 0 | 2 | 2 | 3
Cc1ccccc1NCCC(=O)Nc1ccc(F)cc1 | 7 | -15 | 12 | 4 | 3 | 14 | -14 | 1
CC(=O)NCCOc1ccc(C(=O)O)cc1 | 12 | -24 | 3 | -5 | 0 | -11 | 2 | 11
Cn1ccnc1SCC(=O)c1c[nH]c2ccccc12 | -60 | -45 | 2 | 4 | 7 | 8 | -58 | -4
CCCCOc1ccc(C(=O)N/N=C/c2cn[nH]c2-c2ccc(OC)c(OC)c2)cc1 | -30 | -6 | 2 | 10 | -7 | -14 | 1 | -13
COc1ccc(C(=O)NCC23C=CC(O2)C2C(=O)N(Cc4ccccc4)C(=O)C23)cc1 (stereo unspecified) | 3 | 1 | 5 | 8 | -4 | 9 | 5 | 22
S=C(NCC1CCCO1)NC1CC1 (stereo unspecified) | 0 | 5 | 2 | -1 | 8 | -12 | -5 | -1
Cc1ccc(SCC(=O)NC(=O)c2ccccc2Br)c(C)c1 | 0 | 13 | 6 | 1 | 3 | 2 | -3 | -4
CCOc1ccccc1NC(=S)N(Cc1cc2ccc(C)cc2[nH]c1=O)CC1CCCN1CC (stereo unspecified) | 5 | 0 | 9 | 14 | 11 | 0 | 20 | 0
COc1ccc(C(=O)N2CC3(C)CC2CC(C)(C)C3)cc1 (stereo unspecified) | 7 | 1 | 10 | -6 | 0 | -29 | 2 | -3
Cc1ccc(/C([O-])=C(/C(=S)NCc2ccco2)[n+]2ccccc2)cc1[N+](=O)[O-] | 4 | 18 | 14 | -13 | 7 | 6 | -5 | 2
COc1cccc(C(=O)COC(=O)C2CC3CCCC(C2)C3=O)c1 (stereo unspecified) | 4 | -10 | 7 | 2 | 0 | 2 | 2 | 2
CN(C(=O)CSc1nnc(-c2ccncc2)n1C)C1CCS(=O)(=O)C1 (stereo unspecified) | 11 | 1 | -10 | -3 | -6 | 7 | -1 | -7
COc1ccc(N2Cc3cccc(C(=O)N4CCOCC4)c3C2=O)cc1 | -2 | -19 | 0 | -15 | -6 | 10 | 1 | -9
Cc1cc(Nc2ccccc2)nn1C(=O)c1ccc(Br)cc1 | -4 | -20 | 11 | ? | -1 | -22 | 2 | 20
(further entries)
SMILES | 697 NFkB inh | Jurkat NFkB inh | CCR6 antag | UBC13 polyUb | CXCR6 inh | APJ antag | Gli-Sufu antag | EBI2 block
O=C(CCC(=O)N1CCOCC1)NCc1cccc(C(F)(F)F)c1 | 5 | 14 | 12 | 13 | 2 | 25 | 2 | -3
COc1cc(/C=N/NC(=O)Cc2ccccc2)cc([N+](=O)[O-])c1O | 8 | -9 | 34 | -85 | 24 | 20 | 6 | 10
COc1ccc(C)cc1NC(=S)NN1CCN(C)CC1 | 9 | -3 | 1 | 2 | -12 | -15 | 6 | -2
Cc1c(C(N)=O)sc2ncn(CC(=O)OC(C)C)c(=O)c12 | 16 | -3 | 0 | 3 | 2 | -5 | -3 | -3
COc1ccccc1Nc1nc(N)nc(CN2CCN(c3ccccc3F)CC2)n1 | -7 | -2 | -2 | 3 | 0 | 4 | 6 | -4
CC(=O)Nc1ccc(C(=O)NNC(=O)c2cccc(C)c2)cc1 | 5 | -7 | 1 | 4 | 5 | -8 | -29 | -10
C/C(=N\Nc1nc2ccccc2[nH]1)c1cc2ccccc2o1 | -72 | -22 | 23 | 4 | 4 | -3 | -25 | 16
OC(CN1C2=NCCN2c2ccccc21)c1ccccc1 (stereo unspecified) | 5 | -2 | -3 | 4 | -1 | 15 | 5 | 6
CCOc1cccc(CN2CCC(n3nccc3NC(=O)c3ccc4c(c3)OCO4)CC2)c1 | -21 | 4 | 4 | 0 | -1 | 0 | 19 | 5
COc1cc2c(c(NC(C)=O)c1)N(C(C)=O)CCC2 | / | / | 0 | / | -1 | / | 2 | 10
O=C(c1n[nH]c(=O)c2ccccc12)N1CCN(C2c3ccccc3-c3ccccc32)CC1 | -27 | -5 | 6 | 2 | -7 | -17 | 17 | -3
CC(=O)Nc1ccc2c(c1)nc1n2CCN(C(C)c2ccccc2)C1 (stereo unspecified) | -3 | -7 | -7 | 9 | -3 | 17 | 3 | -7
N=c1c(C(=O)NC2CCCCC2)cc2c(=O)n3ccccc3nc2n1Cc1ccc(F)cc1 | 13 | 35 | 25 | 7 | 14 | 3 | 40 | 26
COc1ccc(NC(C)C(=O)N/N=C/c2ccc([N+](=O)[O-])s2)cc1 (stereo unspecified) | 28 | 33 | -5 | -9 | 0 | -77 | -4 | 3
O=C(Nc1ccc(N2CCOCC2)cc1)c1ccc(-c2ccccc2[N+](=O)[O-])o1 | 6 | -22 | 9 | 2 | -6 | 1 | -20 | 13
CC(C)(C)C(=O)Nc1sc2c(c1C#N)CCC2 | -12 | -18 | 5 | -3 | -1 | 13 | -3 | -2
CCc1nnc(NS(=O)(=O)c2ccc(Nc3ccc4nonc4c3[N+](=O)[O-])cc2)s1 | 11 | 22 | 24 | -19 | 16 | -33 | 1 | 7
O=C(C[n+]1ccccc1)N/N=C/c1ccc(F)cc1 | 19 | -32 | 5 | -2 | 7 | -8 | 5 | -9
Cc1ccc(Cn2c(C(C)Nc3nc(-c4ccc(F)cc4)cs3)nc3cc(C(=O)NCCCO)ccc32)cc1 (stereo unspecified) | -5 | -6 | 10 | 41 | 11 | -9 | -4 | 4
Cc1c(C(=O)NC(C)CCc2ccccc2)cccc1[N+](=O)[O-] (stereo unspecified) | 9 | 9 | 6 | -8 | -6 | 1 | 3 | 0
Cc1ccc(CCNC(=O)C2CCCN(S(=O)(=O)c3cccs3)C2)cc1 (stereo unspecified) | 3 | -11 | 16 | -4 | -4 | 4 | -1 | 22
CCCn1c(Nc2ccccc2)nc2ccccc21 | -12 | -18 | -5 | -3 | 1 | 1 | -4 | -1
CC(=O)Oc1ccc(OC(C)=O)c(SCCCCCCl)c1 | / | / | 32 | / | 27 | / | 5 | 4
O=C(NCc1ccc(F)cc1)C(=O)NCC1OCCCN1S(=O)(=O)c1cccs1 (stereo unspecified) | 16 | 4 | 3 | -5 | 9 | -1 | 99* | 16
CC(C)OC(=O)NCCOC(=O)Nc1ccccc1Cl | 5 | -4 | -8 | -9 | 4 | -14 | -12 | -9
(next part)
SMILES | 697 NFkB inh | Jurkat NFkB inh | CCR6 antag | UBC13 polyUb | CXCR6 inh | APJ antag | Gli-Sufu antag | EBI2 block
Cc1cc(C)nc(OC(=O)c2c(Cl)cc(Cl)cc2Cl)n1 | 1 | 18 | 4 | -2 | -3 | -9 | 0 | -7
COc1ccc(Br)cc1CNC(=O)Nc1cccs1 | 10 | 9 | 18 | 8 | 0 | -4 | -1 | -10
Cc1cc(Cl)ccc1NC(=O)COC(=O)c1cc([N+](=O)[O-])ccc1N1CCOCC1 | -8 | 9 | 29 | -1 | 17 | 23 | 6 | 8
CCOC(=O)CN(C(=O)CSc1nnc(CNc2ccc(C)cc2C)o1)c1ccccc1 | 10 | -2 | -18 | -4 | 0 | -8 | 5 | 45*
Cc1ccc(NC(=O)CN(C)C(=O)c2sc3cc(Cl)ccc3c2Cl)cc1 | -26 | 1 | -8 | -4 | 2 | 22 | -5 | -9
O=C(Nc1ccc(NC(=O)C2CCCCC2)cn1)c1ccco1 | -38 | -70 | 6 | 9 | 0 | -3 | -32 | -14
COc1cc(C(=O)NCC(=O)OCn2nnc3ccccc3c2=O)cc(OC)c1OC | 19 | -5 | -5 | 0 | 3 | 25 | -4 | 8
c1ccc(COn2c(-c3ccccc3)nc3c2CCc2nonc2-3)cc1 | -41 | -27 | -2 | -3 | 12 | 7 | 7 | 8
Oc1ccc2[nH]cnc2c1CN1CCCCC1 | 16 | -4 | -5 | 3 | -4 | -6 | -116 | -12
COc1ccc(C2SCC(=O)N2c2c(C)n(C)n(-c3ccccc3)c2=O)c(OC)c1 (stereo unspecified) | 12 | 2 | 9 | 8 | 0 | 6 | 1 | -6
CC(C)(C)C(=O)NC(=S)Nc1cc(C(F)(F)F)ccc1N1CCOCC1 | 18 | 8 | 30 | 9 | 5 | 18 | -3 | 9
O=C(CSc1ncn[nH]1)N1N=C2/C(=C/c3ccccc3)CCCC2C1c1ccccc1 (stereo unspecified) | 3 | 3 | 13 | -2 | 6 | -8 | 2 | -9
Cc1nc2sc(C(c3cccs3)N3CCN(Cc4ccccc4)CC3)c(O)n2n1 (stereo unspecified) | -6 | 7 | 8 | -10 | -5 | -6 | 21 | -3
CCOC(=O)c1cc(=O)cc(C(=O)OCC)o1 | 6 | 11 | -12 | 3 | 2 | -3 | -3 | 10
O=C(COC(=O)c1cc(=O)[nH]c2ccccc12)Nc1ccc(F)cc1 | 14 | 2 | 4 | -1 | 2 | 8 | 9 | -1
COC(=O)c1scc(C)c1NC(=O)C(Cl)c1ccccc1 (stereo unspecified) | -13 | -6 | -5 | -7 | 1 | 4 | -1 | 8
Cc1c(/C=N\NC(=O)c2ccc([N+](=O)[O-])cc2)cnn1C | 17 | 5 | -10 | -8 | -16 | -22 | 1 | 0
CCOc1ccccc1C(=O)N/N=C/c1coc2ccc(Cl)cc2c1=O | -29 | 15 | -14 | 4 | -8 | -53 | 7 | 4
O=C1C(Cl)=C(NCC2CCCO2)C(=O)N1Cc1ccccc1 (stereo unspecified) | -4 | -4 | 1 | 5 | 5 | -7 | 5 | -5
O=C(C1=C(O)C(=O)N(CCN2CCOCC2)C1c1ccco1)c1cc2ccccc2o1 (stereo unspecified) | 4 | -3 | 14 | -6 | 26 | 50* | 9 | 10
O=C(Cc1ccc(O)cc1)NCCNC(=S)NCc1ccccc1 | -5 | -8 | 6 | 6 | 4 | -22 | 4 | -14
Cc1cnccc1CN(C)C(=O)C1CCC(=O)N(Cc2ccccc2F)C1 (stereo unspecified) | -18 | -3 | 0 | 5 | 5 | 17 | -6 | -4
COc1ccc(-c2nc3cc(C)ccn3c2NCc2ccc3c(c2)OCO3)cc1 | -41 | -34 | 1 | 7 | 7 | 0 | -1 | 9

Of the compounds above, these contain a cyano group:
SMILES | 697 NFkB inh | Jurkat NFkB inh | CCR6 antag | UBC13 polyUb | CXCR6 inh | APJ antag | Gli-Sufu antag | EBI2 block
Cc1ccc(OCc2ccc(C#N)cc2)c(C(=O)c2cc(C#N)c(=O)n(C3CC3)c2)c1 | -26 | -5 | 17 | -1 | 2 | 15 | 5 | 10
CC(C)(C)C(=O)Nc1sc2c(c1C#N)CCC2 | -12 | -18 | 5 | -3 | -1 | 13 | -3 | -2
